Screening results (PubChem BioAssay)
PMI activator: phosphomannose isomerase (human) activation; P34949; AID 1214; 0.005% of 190,000 active; purified human PMI, coupled resazurin fluorescence, 20 min; active compounds read high; 1 = vehicle control, 0 substrate-free wells; activation factor at 20 µM;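 active = activation factor of 2 or more at 20 µM, relative to plate controls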
S1P3 antagonist: antagonists of human S1P3 receptor; Q99500; CHO S1P3 NFAT-BLA reporter, FRET fluorescence, antagonist mode; inhibition, % at 4.98 µM; 0.27% of 170,000 active;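 active = inhibition above the plate cutoff, the mean inhibition of test wells on that plate plus 3 SD, cut at about 28% in these data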;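 also: cells challenged with S1P at its EC80 of 0.8 µM; blue over green emission ratio from cleaved BLA substrate after 4 h stimulation; 0% = S1P-stimulated wells and 100% = unstimulated DMSO-only wells; some compounds past the cut are filed as inactive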
Diaphorase inh: counter-screen for diaphorase-based assays: diaphorase inhibitors and chemical oxidizers; diaphorase resazurin-to-resorufin fluorescence, NADH, 16 min; bacterial (C. kluyveri) enzyme, not human; inhibition, % at 20 µM; 0.69% of 190,000 active;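 active = primary screen inhibition at 20 µM above a set limit, cut at about 50% in these data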;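 also: plate controls were DMSO with full reaction for no effect and wells lacking NADH for full effect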
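Detection: fluorescence of resorufin formed from resazurin, Ex 544/Em 590 nm; test system: Clostridium kluyveri diaphorase enzyme; amount: 0.14 U/mL diaphorase, enzyme working solution; times: 16-min room-temperature incubation before reading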
Diaphorase act: diaphorase activation or chemical reduction counter-screen; Diaphorase/resazurin coupled assay, resorufin fluorescence, 16 min; active compounds read high; 1 = vehicle wells, 0 = NADH-free wells; activation factor at 20 µM; 0.005% of 190,000 active; AID 1229;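 active = diaphorase activity raised at least twofold by the compound at 20 µM; inactive = activation factor below 2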
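Material: bacterial diaphorase enzyme (C. kluyveri); amount: enzyme 0.07 U/mL final; reagent: NADH substrate 0.114 mM plus resazurin dye 0.1 mM, final; doses: single compound dose of 20 µM, 1% DMSO final; timing: 16 min enzyme reaction, ambient temperature; measured by: fluorescence of resorufin, 544 nm excitation, 590 nm emission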
Lmaj promast: Leishmania major promastigote growth inhibition; Leishmania major promastigotes, resazurin fluorescence viability; inhibition, % at 10 µM; 9% of 200,000 active; AID 1063;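 also: promastigotes grown with compound for 44 hours at 28 °C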
DTT redox prof: compounds producing H2O2 with reducing agent – biochemical, NIH compound library profiling, artefact control for MLSCN library redox annotation, primary screen; DTT-dependent redox cycling H2O2, phenol red/HRP absorbance; 100% = 100 µM peroxide control, 0% = buffer; activation, % at 10 µM; 0.03% of 200,000 active; AID 878;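 active = activation of at least 50% relative to the plate's high and low controls in the primary single-dose screen; inactive = activation below 50%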;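 also: compound incubated with DTT at 0.8 mM final as the reducing agent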
PMI act hi M6P: increases human PMI activity with near-saturating mannose 6-phosphate; P34949; activation factor at 20 µM; coupled PMI enzyme assay, resazurin fluorescence, 20 min; active compounds read high; 1 = untreated enzyme, 0 = substrate-free blank; AID 1216; 0.34% of 190,000 active;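 active = activation factor of 2 or more at 20 µM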
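Material: human phosphomannose isomerase with PGI, G6PDH, diaphorase coupling enzymes / Reagent: Man-6-P substrate 1.0 mM / Dosing: single compound dose of 20 µM, 1% DMSO final / Incubation: enzyme reaction with compound 20 min at room temperature / Signal: resorufin fluorescence (Ex 544/Em 590 nm) from resazurin via diaphorase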
Hsp70 activator: Hsp70 transcriptional activation, primary screen. 0.04% of 200,000 active. HeLa Hsp70 promoter luciferase reporter, luminescence; scaled: vehicle 0, proteasome-inhibitor control 100%. AID 1203. activation, % at 10 µM;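 active = activation above the mean across all tested compounds plus 3 SD, cutoff set per campaign, cut at about 5.5% in these data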;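 also: 100% = MG132 at 30 µM as the positive control and 0% = DMSO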
RAM inhibit: yeast RAM network inhibition. inhibition, % at 50 µM. AID 868. S. cerevisiae dse1pr::URA3 reporter, 5-FOA growth OD615, 2 d; analog-sensitive cbk1-as2 kinase mutant strain. 1.8% of 190,000 active;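 active = inhibition above a set limit, 3 SD over mean compound inhibition, cut at about 8.4% in these data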;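 also: 0% = DMSO-only wells with no growth and 100% = 10 µM 1-NA-PP1 full growth; inhibition rescues growth on 5-FOA so higher OD means more RAM inhibition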
TLR4 MyD88 comp: blocks binding of human TLR4 to MyD88. inhibition, % at 8.4 µM. 0.18% of 200,000 active. HeLa CL3-4 TLR4/MyD88 BLA complementation, FRET ratio. O00206+Q99836; in the data active = inhibition above about 25%;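 also: 0% = vehicle and 100% = reference inhibitor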
Target sequence (O00206 whole entry, looked up): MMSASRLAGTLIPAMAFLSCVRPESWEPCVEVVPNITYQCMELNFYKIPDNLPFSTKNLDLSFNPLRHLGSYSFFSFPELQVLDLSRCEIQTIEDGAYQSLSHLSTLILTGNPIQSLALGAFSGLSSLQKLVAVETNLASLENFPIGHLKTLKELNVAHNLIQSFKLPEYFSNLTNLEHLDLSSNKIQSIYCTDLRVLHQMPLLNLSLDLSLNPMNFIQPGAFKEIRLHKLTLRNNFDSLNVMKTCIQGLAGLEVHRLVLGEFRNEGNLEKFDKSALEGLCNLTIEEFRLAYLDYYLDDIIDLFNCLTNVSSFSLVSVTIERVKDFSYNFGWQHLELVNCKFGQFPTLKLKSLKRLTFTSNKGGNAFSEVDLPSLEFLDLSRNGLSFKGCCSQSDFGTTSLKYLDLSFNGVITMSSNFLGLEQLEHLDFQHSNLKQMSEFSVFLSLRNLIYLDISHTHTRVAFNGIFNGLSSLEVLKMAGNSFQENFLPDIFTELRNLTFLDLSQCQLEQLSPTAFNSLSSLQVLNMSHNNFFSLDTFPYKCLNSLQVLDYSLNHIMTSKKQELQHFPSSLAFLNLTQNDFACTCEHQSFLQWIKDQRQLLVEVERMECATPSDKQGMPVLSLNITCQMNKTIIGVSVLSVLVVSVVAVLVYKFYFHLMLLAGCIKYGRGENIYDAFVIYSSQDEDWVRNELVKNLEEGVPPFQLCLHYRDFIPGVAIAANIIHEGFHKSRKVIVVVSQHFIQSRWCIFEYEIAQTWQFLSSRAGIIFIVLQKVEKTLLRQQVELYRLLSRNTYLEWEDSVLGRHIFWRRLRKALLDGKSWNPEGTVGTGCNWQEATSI
Target sequence (Q99836 whole entry, looked up): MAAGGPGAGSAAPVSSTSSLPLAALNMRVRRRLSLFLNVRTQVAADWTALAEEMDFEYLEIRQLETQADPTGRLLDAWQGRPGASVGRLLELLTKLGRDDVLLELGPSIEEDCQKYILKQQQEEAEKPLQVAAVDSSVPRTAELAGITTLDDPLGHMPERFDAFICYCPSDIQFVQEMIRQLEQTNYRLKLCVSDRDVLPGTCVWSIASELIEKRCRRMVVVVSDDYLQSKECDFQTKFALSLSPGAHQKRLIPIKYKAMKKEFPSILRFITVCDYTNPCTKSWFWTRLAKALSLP
G6PDH CS: L. mesenteroides G6PDH inhibition counter-screen | 0.12% of 200,000 active | AID 1020 | inhibition, % at 5 µM | Purified L. mesenteroides G6PDH, diaphorase/resazurin coupled fluorescence, 45 min
Active calls of the source: *; . = not tested or not shown. Rule as the data show it, unless noted: active = inhibition above about 50%; inactive = the rest.

cpd	mol	PMI activator	S1P3 antagonist	Diaphorase inh	Diaphorase act	Lmaj promast	DTT redox prof	PMI act hi M6P	Hsp70 activator	RAM inhibit	TLR4 MyD88 comp	G6PDH CS
1	CCN1C(=O)CSc2ccc(C(=O)NC3CCCCC3)cc21	1	-19	15	0.8	1	3.2	1	-0.1	8.7*	3	10
2	CSc1nsc(NC(=O)Cc2ccccc2)n1	0.9	-10	10	0.9	-6	3.2	0.9	0.2	0.0	9	5
3	CCOC(=O)C1(Cc2ccc(Cl)cc2)CCN(C(=O)CCc2cnccn2)CC1	1	-15	-12	1.1	4	-1.5	1.1	-0.3	0.5	2	10
4	O=C(CCC(=O)c1ccc(F)cc1)Nc1cccnc1	1	.	2	1	-6	0.4	0.9	-0.1	2.1	9	4
5	CC(c1nccs1)N(C)c1nc2nonc2nc1NC1CC1 (stereo unspecified)	0.9	-17	16	0.8	-2	-1.1	0.9	-0.2	0.5	-2	13
6	c1coc(CNc2ncnc3ccccc23)c1	1.1	.	4	1	32	0.1	1	-0.2	1.6	-4	1
7	CC(Sc1nnc(-c2ccco2)o1)C(=O)NCCC1=CCCCC1 (stereo unspecified)	1	-10	17	0.8	-2	0.5	1	-0.3	0.8	-17	10
8	COc1cccc(/C=N/NC(=O)C(=O)N/N=C/c2cccc(OC)c2O)c1O	1.2	-1	6	0.9	36	-0.4	1.3	-0.2	4.0	1	-10
9	Cc1ccc2[nH]c(=O)c(CN(Cc3ccc4c(c3)OCO4)Cc3nnnn3Cc3ccco3)cc2c1	0.9	-35	25	0.8	100*	3.8	0.9	0.0	6.9	3	-59
10	c1ccc(COc2ccc(Oc3nc(N4CCCCC4)nc(N4CCOCC4)n3)nn2)cc1	0.8	12	25	0.7	18	-0.9	0.8	-0.3	1.8	0	1
11	Clc1ccc(-n2nnnc2SCc2cn3ccccc3n2)cc1	1.1	.	-2	1	-3	0.0	1.2	0.1	-0.7	-11	-1
12	Cc1ccc(C(=O)NCc2nnc(SCC(=O)Nc3ccccc3)n2C)cc1	0.8	1	7	0.9	40	0.1	1	-0.3	0.5	9	10
13	CN(c1ccccc1)S(=O)(=O)c1cccc(NC(=O)Cc2c(F)cccc2Cl)c1	0.8	0	20	0.8	98*	-0.6	0.9	-0.2	5.0	-3	3
14	c1ccn2cc(C34CC5CC(CC(C5)C3)C4)nc2c1	1.2	-8	-9	1.1	33	-0.8	1.2	-0.1	3.0	-1	6
15	COc1ccc(COc2cc(-c3cccc(OC)c3)nc3ccc(NC(=O)c4cccnc4)cc23)cc1	0.8	1	14	0.9	100*	0.4	0.9	-0.1	2.5	-6	10
16	O=C(NCc1ccccc1)C1CC(=O)N(c2ccc(OCC(=O)N3CCCC3)cc2)C1 (stereo unspecified)	1.1	.	3	1	-2	-0.5	0.9	-0.2	0.2	-10	3
17	COc1ccc(C2NC(=O)CS2)cc1 (stereo unspecified)	0.9	.	17	0.8	-9	1.3	0.9	-0.3	1.2	0	2
18	CC(=O)OC1c2c(ccc3ccc(=O)oc23)OC(C)(C)C1OC(=O)CC(C)C (stereo unspecified)	0.8	16	18	0.8	16	1.9	0.9	-0.1	.	-13	2
19	CCCn1c(N)c(C(=O)CSc2nc(C)cs2)c(=O)n(C)c1=O	1	.	5	0.9	2	-0.2	1	-0.4	2.2	7	8
20	COc1cnc(-c2ccccc2)[nH]c1=O	1.1	9	4	1	-2	-0.9	1.1	-0.3	-0.2	3	3
21	C=CCNc1nc(N)c(C(=C(C#N)C#N)c2ccc(Br)cc2)s1	0.9	-2	0	1	20	0.0	1	-0.5	0.8	13	-20
22	COc1ccc(CC(=O)OC(C)CN2CCCCC2)cc1 (stereo unspecified)	1	-7	12	0.9	-8	-0.9	1	-0.3	2.0	-13	-1
23	Cc1cccc(NC(=S)N2CCn3cccc3C2c2cccnc2)c1 (stereo unspecified)	0.9	1	9	0.9	89*	0.2	0.9	-0.1	-0.5	-6	-7
24	N#Cc1c(-c2ccccc2F)cc(C2CC2)nc1SCC(=O)c1cccs1	0.9	19	26	0.7	3	3.0	0.9	-0.1	3.4	-4	-4
25	On1cnnc1-c1ccccc1	1.1	5	-6	1.1	-2	-0.2	1	-0.3	1.7	1	2
26	CCCCCNc1nc(NCCCO)c(C#N)c2c1CN(C)CC2	0.6	.	39	0.6	43	2.2	0.7	-0.3	1.3	12	16
27	CCOc1ccccc1Nc1nnc(C)c(=O)[nH]1	1	.	7	0.9	3	-3.7	1	-0.2	2.0	0	18
28	CCOc1ncccc1C(=O)Nc1ccc(Cl)cc1	0.8	20	17	0.8	3	2.7	0.8	-0.2	2.9	2	3
29	O=c1c2[nH]c3ccc(Br)cc3c2ncn1CCCn1ccnc1	1	-1	-19	1.2	3	1.8	1	0.9	1.2	-1	11
30	CSCCC1NC2(C(=O)Nc3ccc(Cl)cc32)[C@@H]2C(=O)N(C3CCCC3)C(=O)[C@H]12 (stereo partly specified)	1.1	-5	19	0.8	17	-3.2	1	0.2	0.5	-6	4
31	Oc1cc2c(cc1C(c1ccc(Br)cc1)N1CCCC1)OCO2 (stereo unspecified)	0.6	-21	49	0.5	73*	-0.2	0.3	-0.2	3.9	0	14
32	COc1cc(C(=O)N2CCC(n3cnc4cc(F)ccc43)CC2)cc(OC)c1OC	0.9	-34	10	0.9	46	1.8	1	-0.3	0.2	3	-2
33	C#CCOCCOCCOCCNc1nc(N2CCN(C(=O)C(Cc3cc4ccccc4[nH]3)n3cc(C(N)C(C)CC)nn3)CC2)nc(N2CCN(C(=O)C(Cc3cc4ccccc4[nH]3)n3cc(C(N)C(C)CC)nn3)CC2)n1 (stereo unspecified)	1.2	-16	-22	1.2	2	0.3	1.1	-0.1	-0.9	-4	14
34	O=C(C1CCCN(Cc2cccnc2)C1)N1CCCCC1 (stereo unspecified)	0.9	15	8	0.9	-2	-1.0	1	-0.7	2.5	-9	2
35	COC(=O)c1sc(NC(=O)C(C)c2ccccc2)nc1C (stereo unspecified)	1	8	0	1	3	0.0	1	-0.2	1.1	-5	8
36	COc1cc(OC)c(C#N)c(S(=O)Cc2ccccc2)c1 (stereo unspecified)	1	.	12	0.9	-4	-0.1	1	0.0	2.7	-7	9
37	c1nc2sc3c(c2c2nnnn12)CCC3	1	-16	10	0.9	-2	2.5	0.9	0.1	3.8	-8	3
38	Fc1cc(F)c2nc(N3CCCCC3)sc2c1	1	6	1	1	-8	2.1	1	0.0	0.9	-6	8
39	CC1CCCC(C)N1/N=C/C=C/c1ccccc1[N+](=O)[O-] (stereo unspecified)	1	-1	11	0.9	10	-1.1	0.8	0.3	2.2	-2	4
40	CC(C)c1ccc(-c2c(C#N)c(N)nc(SCC(=O)N3CCCCCC3)c2C#N)cc1	1.2	.	0	1	51*	0.4	1.3	-0.1	4.6	4	1
41	Cn1c(/C(C#N)=C/Nc2ccccn2)nc2ccccc21	1	.	1	1	-5	-0.2	1.1	-0.2	-0.3	-7	9
42	COc1ccc(CNC(=O)c2cc(-c3ccccc3OC)on2)cc1	0.8	0	34	0.7	-9	1.9	0.9	-0.4	8.6*	12	0
43	COc1ccc2cc(C(c3nnnn3C3CCCC3)N3CCOCC3)c3nnnn3c2c1 (stereo unspecified)	1	-22	10	0.9	0	0.1	1.1	-0.2	1.6	2	6
44	CCOc1cc(CNCCO)ccc1OCC(=O)NC(C)(C)C	1	5	9	0.9	5	-0.3	1	-0.2	-1.0	-12	-1
45	Cc1ccc(N2C(=O)[C@@H]3[C@H](C2=O)[C@H]2C=CC=NN2[C@@H]3C(=O)Nc2ccc(Cl)cc2)cc1	1.2	.	19	0.8	3	-7.1	1.8	-0.5	0.9	16	3
46	Cn1c(COc2ccccc2)nnc1SCCN1CCOCC1	1	-24	7	0.9	-5	-0.3	1.1	-0.4	1.3	-5	-2
47	O=C(CSc1nc(C2CCCCC2)nc2ccccc12)N1CCCC1	1	-13	31	0.7	18	0.0	0.9	-0.4	0.2	-2	5
48	O=C(NCCN1CCOCC1)c1ccc(CS(=O)(=O)c2c(Cl)cccc2Cl)o1	1	20	14	0.9	-5	-3.3	1	-0.3	1.7	-5	-5
49	CCNC(=O)c1c(O)c2ccccc2[nH]c1=O	0.9	-33	9	0.9	-5	-0.4	0.9	-0.2	0.8	-8	5
50	Cc1ccc(Cn2c(=N)n(CC(O)c3ccco3)c3ccccc32)cc1 (stereo unspecified)	1	-5	6	0.9	21	0.1	1.2	-0.6	0.7	10	8

Reprinted: nos. 46 to 47
cpd	mol	PMI activator	S1P3 antagonist	Diaphorase inh	Diaphorase act	Lmaj promast	DTT redox prof	PMI act hi M6P	Hsp70 activator	RAM inhibit	TLR4 MyD88 comp	G6PDH CS
46	Cn1c(COc2ccccc2)nnc1SCCN1CCOCC1	1	-24	7	0.9	-5	-0.3	1.1	-0.4	1.3	-5	-2
47	O=C(CSc1nc(C2CCCCC2)nc2ccccc12)N1CCCC1	1	-13	31	0.7	18	0.0	0.9	-0.4	0.2	-2	5

Continuation.
cpd	mol	PMI activator	S1P3 antagonist	Diaphorase inh	Diaphorase act	Lmaj promast	DTT redox prof	PMI act hi M6P	Hsp70 activator	RAM inhibit	TLR4 MyD88 comp	G6PDH CS
51	Cc1cc(S(=O)(=O)N2CCN(c3ccccc3O)CC2)c(C)s1	0.9	.	30	0.7	-6	-1.2	0.9	-0.3	1.9	16	4
52	CNC(=O)c1c(Br)cnn1-c1ccc(C)cc1	0.8	-3	25	0.7	-4	-1.2	0.9	0.1	0.5	-6	9
53	COC(=O)c1sc2cc(C(F)(F)F)cnc2c1-c1ccccc1	0.8	.	16	0.8	5	-1.8	0.9	-0.3	1.9	-2	-7
54	CCOC(=O)c1sc(NC(=O)C2C3C=CC(C3)C2C(=O)O)nc1C (stereo unspecified)	0.9	.	9	0.9	-3	0.8	0.9	-0.5	1.3	7	8
55	N#Cc1cccc(NC(=O)COC(=O)c2ccccc2C(=O)c2ccc(Cl)c([N+](=O)[O-])c2)c1	0.9	-9	18	0.8	1	-0.3	0.9	0.1	3.3	11	11
56	CCOc1ccc(C(CC(=O)O)NC(=O)COc2ccccc2)cc1 (stereo unspecified)	0.9	8	9	0.9	-6	0.3	0.9	-0.5	-0.4	-3	10
